hERG WT inh: inhibitors of human wildtype KCNH2 potassium channel. 340,000 compounds, 0.37% hits. activity change, % at 1.84 µM. U2OS, BacMam KCNH2, thallium flux FluxOr; hits give low values;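 active = maximum activity change below -70%; inconclusive = maximum activity change between -70% and -50%; inactive = maximum activity change above -50%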; note: % is set by controls: 0 for no effect and ±100 for the full control effect
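U2OS cells were transduced with wild-type KCNH2 virus (2.03 x 10^8 / mL) for 4 h at room temperature, then cultured overnight at 37 C. Thallium flux was read with FluxOr dye. Rate constants were normalized to DMSO controls.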
BCR signal inh: blocks chronic active B-cell receptor signaling. Potency, µM (series often up to 46.1 µM), for the others: at the highest dose ratio change, negative = lower green/red ratio, actives largely listed as inhibitors. AID 493014. ABC-DLBCL IkBa-CBG/CBR reporter, luminescence ratio, 4 h. 340,000 compounds, 0.05% hits; active = well fitted inhibition curve with a large enough effect in the signal ratio, with a control signal flat, not every such curve was filed as active; inconclusive = small, poorly fitted or top-dose-only effect, or effect the other way, or a change in a side signal; the % refers to the signal ratio;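 note: potency is the fitted concentration of half-maximal effect; plate controls were basal doxycycline-induced cells for no effect and cells given 10 µM MG132 for full effect; MG132 reads +100%, hits lower the ratio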
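Doxycycline induced both beetle luciferases in TMD8 lymphoma cells; IKK-driven degradation limits the IkappaBalpha-fused green signal, while red luminescence normalises for cell number and nonspecific effects. Compounds tested up to 46 uM, 4 hrs.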
Tb PFK inh: T. brucei PFK enzyme inhibition; O15648; T. brucei PFK, ADP-Glo luminescence; Potency, µM (series often up to 57.5 µM), without a hit: at the highest dose activity, negative = inhibition, usual class: inhibitors; 330,000 compounds, 0.17% hits; AID 485367;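 note: potency is the fitted concentration of half-maximal effect; 0% = uninhibited 1x PFK enzyme wells and -100% = no-enzyme wells; nearly all actives have a fitted effect of over 60% in size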
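Compounds were pin-transferred as a titration series up to 57 uM into substrate buffer (0.5 mM F6P, 0.1 mM ATP, pH 8.0), then 1.25 nM PFK was added and reactions ran 45 min before ADP-Glo detection.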
GALK inh: galactokinase (human) inhibition | Potency, µM (doses to about 57.5 µM), inactives show at the top dose activity change, negative = inhibition, usual class: inhibitors | Purified GALK, Kinase-Glo residual ATP luminescence | 270,000 compounds, 0.007% hits; note: potency is the fitted concentration of half-maximal effect; % is set by controls: 0 for no effect and ±100 for the full control effect
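Compounds were pin-transferred into ATP buffer (35 uM final), then GALK plus galactose (5 nM, 100 uM final) was added. After 1 h at room temperature, Kinase-Glo Plus was added and luminescence read after 10 min.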
CXXC DNA block: inhibitors of human MLL CXXC domain-DNA interaction. Q03164. MLL-CXXC / FITC-HOXA9 DNA fluorescence polarization. Potency, µM (series often up to 115 µM), without a hit: at the top dose activity change, negative = inhibition, usual class: inhibitors. 290,000 compounds, 0.037% hits. AID 2662; active = well fitted inhibition curve with a large enough effect in the polarisation, with a control signal flat, not every such curve was filed as active; inconclusive = small, poorly fitted or top-dose-only effect, or effect the other way, or a change in a side signal; inactive = no such curve, though single readings can be large or run the other way; the % refers to the polarisation; note: potency is the fitted concentration of half-maximal effect
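Steps: dispense CXXC domain solution (7 uM) → pin compounds or unlabeled HOX-A9 DNA control → 5 min ambient → add FLSN-HOX-A9 solution (50 nM) → spin → 30 min ambient → fluorescence polarization. Tris pH 7.5/NaCl/DTT/BSA buffer.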
AT treatment: potential ataxia-telangiectasia treatments restoring KAP-1 phosphorylation; Potency, µM (doses to about 57.5 µM), inactives show top-dose activation, usual class: activators; […] A-T fibroblasts, KAP-1 phosphorylation AlphaLISA; neocarzinostatin DNA damage 30 min before lysis; 320,000 compounds, 0.19% hits; note: potency is the fitted concentration of half-maximal effect; % of control where 0% means no effect; nearly all actives have a fitted effect of over 45% in size
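hTERT-immortalized A-T patient fibroblasts ([…]), 500 cells/well in OPTI-MEM, 1% FBS, got compounds for 60 min, then NCS for 30 min at 37C. Lysates were then assayed for phospho-KAP-1 by AlphaLISA (anti-pKAP1 donor, anti-KAP1 acceptor beads), 6 hr at 25C.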
FBPA coupling cs: coupling enzyme interference in Giardia aldolase counter-screen | 290,000 compounds, 0.67% hits | activity change, negative = inhibition, % at 58.2 µM, hits read low | coupling enzyme system counterscreen, AmpLite Red fluorescence | AID 2472; in the data active = activity change below about -30%; note: % is set by controls: 0 for no effect and ±100 for the full control effect
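Compounds tested against the coupling enzymes alone at 57.5 uM final; readout was AmpLite Red fluorescence (525/598 nm) after 20 min at RT.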
TCR activator: activates T cell receptor signaling; primary human leukocytes, anti-CD3, IL-2 HTRF, 48 h; Potency, µM (highest dose often 9.22 µM), for inactives: at the top dose activation of IL-2 secretion, hits mostly activators; 330,000 tested, under 10 active; note: % of control where 0% means no effect
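Primary human leukocytes incubated 48 hr with anti-CD3 beads plus compound, without co-stimulation. Secreted IL-2 measured by HTRF (europium cryptate/d2 anti-IL-2 pair, 320 nm excitation, 665 nm emission).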
TSHR antag: antagonists of human thyroid stimulating hormone receptor | P16473 | TSHR-expressing cells, TSH-stimulated cAMP HTRF, 2 h; hits give low values | activity change, negative = inhibition, % at 11.5 µM | 330,000 compounds, 0.2% hits;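 active = activity change below a set negative limit, meaning inhibition stronger than a set level, cut at about -70% in these data; inconclusive = activity change between two set negative limits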; note: % is set by controls: 0 for no effect and ±100 for the full control effect
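Inhibition of cAMP made by TSHR-expressing cells under TSH stimulation (4nM final, EC80; 2 h, 37 deg C) is quantified with a one-step lysis HTRF kit, anti-cAMP cryptate versus cAMP-d2.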
Giardia kill: kills Giardia lamblia; 340,000 compounds, 0.15% hits; activity change, % at 7.66 µM, hits read low; AID 540267; Giardia lamblia trophozoite viability; in the data active = activity change below about -80%; inconclusive = between about -30% and that limit;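 note: parasites exposed to compound for two days anaerobically before the ATP read; % is set by controls: 0 for no effect and ±100 for the full control effect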
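ATP-content bioluminescence gauges trophozoite survival. Cells (100/well) receive compound and incubate anaerobically for 48 hrs at 37 deg C; detection reagent follows for 15-30 min at room temperature.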
Active calls of the source: *; u = inconclusive; x = not tested or not shown; [ ] = another dose, or the depositor's remark. Unless noted, calls come from the whole dose curve; as a rule, active = well fitted curve in the direction sought with a large enough effect; inconclusive = small, poorly fitted or top-dose-only effect, or another doubt; inactive = no such curve, though single readings can be large; an effect the other way counts as inactive or inconclusive.

Structure	hERG WT inh	Giardia kill	FBPA coupling cs	BCR signal inh	TSHR antag	CXXC DNA block	TCR activator	Tb PFK inh	GALK inh	AT treatment
O=C(NC1CCCCCC1)C1c2ccccc2C(=O)N1Cc1cccnc1 (stereo not drawn)	-13	-1	0	1%	-5	0%	x	3%	3%	1%
O=C1C=CCC(/C=C/c2ccccc2)O1 (stereo not drawn)	2	4	0	u	1	31%[activator]	0%	-12%	x	6%
O=[N+]([O-])c1ccc(/C=C/C2=NN(c3ccccc3)C(c3ccco3)C2)cc1 (stereo not drawn)	u	-10	-26	-2%	-26	u	3%[46.1 µM]	-1%	2%	4%
CC(C)(C)S(=O)(=O)c1cnc2c(-c3ccsc3)cnn2c1N	9	-4	1	7%	-14	-2%	3%	1%	5%	-2%
Cc1csc(NC(=O)CSc2nnc(-c3ccoc3C)n2Cc2ccco2)n1	-10	-7	0	28%	-1	-2%	4%	-5%	-1%	-8%
CCOC(=O)c1[nH]c2ccc(F)cc2c1NC(=O)CCN1CCSCC1	2	-5	1	0%	-2	-3%	4%	-2%	-4%	0%
CCOC(=O)COc1cc(OCC(=O)OCC)c2c(=O)cc(-c3ccccc3)oc2c1	-14	0	-1	12%	-9	-17%	1%	1%	-1%	0%
COc1ccccc1C/C(N)=N/OC(=O)COc1cccc(C)c1C	-13	5	1	0%	-7	2%	5%	0%	0%	25%
O=C(CN1c2ccccc2Sc2ccccc21)NNC(=S)Nc1ccc(Cl)cc1Cl	-18	2	2	1%	-40	-6%	0%	1%	-4%	0%
O=C(CSc1ccc2c(c1)OCCO2)Nc1cccc(S(=O)(=O)N2CCCCC2)c1	-3	-3	0	-7%	-2	-5%	-2%[46.1 µM]	8%	0%	2%
CCCCCC(C)n1[nH]c(=O)cc1N (stereo not drawn)	-7	0	2	0%	9	3%	-6%	0%	1%	7%
O=S(=O)(NC1CCN(S(=O)(=O)c2ccc3c(c2)OCCO3)CC1)c1c(F)cccc1F	x	x	x	0%	-12	x	x	-5%	x	-5%
CCOC(=O)c1sc(=S)n(-c2ccccc2)c1C	-10	-20	5	-11%	-5	-1%	0%	3%	0%	8%
NC(=O)Cn1cc(/C=N\NS(=O)(=O)c2ccc(F)cc2)c2ccccc21	-1	-7	x	-11%	11	15%	-10%	8%	1%	8%
O=C(c1c(Cl)nc2sccn12)N(C(=O)c1c(Cl)nc2sccn12)c1ccc(Cl)cn1	29	3	4	u	x	-2%	9%	-1%	1%	x
CN(C)CCn1c2c(c(SCC(=O)Nc3cccc(C(F)(F)F)c3)nc1=O)CCCC2	-4	-15	x	u	-8	x	-3%	-1%	x	0%
O=C(NCC1CCCO1)c1cc(S(=O)(=O)N2CCCC2)c(Cl)cc1Cl (stereo not drawn)	-1	3	0	0%	2	16%	-4%	2%	-1%	7%
Cc1cccc(NC(=S)N(C)Cc2cn(C)c3ccccc23)c1	-2	6	-7	6%	8	-10%	13%[46.1 µM]	-1%	-1%	-5%
Cc1ccc(C)c(NS(=O)(=O)c2cc(C(=O)Nc3ccccc3-c3ccccc3)ccc2Cl)c1	-17	-5	2	u	18	1%	-5%	-3%	x	-7%
COC(=O)c1ccc(OC(=O)c2cccnc2SC)cc1	2	-21	-3	-3%	4	19%	-3%	-12%	7%	3%
O=Cc1c(OCc2ccccc2)ccc2ccccc12	-6	-12	-13	u	3	10%	1%	-5%	2%	8%
COc1ccc(OC)c(NC(=O)C2CCCN(S(=O)(=O)c3cccc4cccnc34)C2)c1 (stereo not drawn)	-7	-6	1	u	-10	-2%	-7%	1%	1%	-1%
O=S(=O)(NC1CC1)c1ccc(S(=O)(=O)N2CCC3(CC2)OCCO3)cc1	-3	-14	3	-2%	-2	-3%	2%	-4%	2%	0%
Cc1cccc(OCC(=O)Nc2ccc3c(c2)OCCO3)c1	9	-20	-2	u	-7	-5%	-8%	-3%	0%	7%
COc1ccc(CC(=O)OCC(=O)NCC2CCCO2)cc1OC (stereo not drawn)	1	-1	x	-1%	12	x	13%	-1%	x	5%

Random excerpt: 2 compounds from above, in no set order.
Structure	hERG WT inh	Giardia kill	FBPA coupling cs	BCR signal inh	TSHR antag	CXXC DNA block	TCR activator	Tb PFK inh	GALK inh	AT treatment
COc1ccc(OC)c(NC(=O)C2CCCN(S(=O)(=O)c3cccc4cccnc34)C2)c1 (stereo not drawn)	-7	-6	1	u	-10	-2%	-7%	1%	1%	-1%
NC(=O)Cn1cc(/C=N\NS(=O)(=O)c2ccc(F)cc2)c2ccccc21	-1	-7	x	-11%	11	15%	-10%	8%	1%	8%

More structures follow:
Structure	hERG WT inh	Giardia kill	FBPA coupling cs	BCR signal inh	TSHR antag	CXXC DNA block	TCR activator	Tb PFK inh	GALK inh	AT treatment
CC(C)(C)OC(=O)N1Cc2ccccc2C[C@H]1C(=O)N1CCC[C@H]1C(=O)O	-4	1	1	7%	-11	5%	-6%	3%	-1%	7%
O=C(C1CCN(c2nc(-c3ccccc3)nc3c2CCC3)CC1)N1CCC(O)CC1	7	5	x	u	-10	7%	3%	-2%	4%	-3%
S=c1[nH]nc(-c2ccc(Cl)cc2)n1/N=C/c1ccco1	-15	-10	-1	-12%	-12	-2%	0%	1%	-2%	-5%
Cc1ccc(C)c(N2CCN(c3ccc([N+](=O)[O-])cn3)CC2)c1	0	-21	-4	-3%	-6	23%	-3%	1%	x	-20%
CC1CCN(S(=O)(=O)c2cccc(C(=O)NCc3cccs3)c2)CC1	-3	-14	0	-1%	-6	1%	-5%	21%	0%	-6%
O=C(N/N=C1\CCc2ccccc21)c1ccccc1O	1	u	0	u	20	9%	0%[46.1 µM]	-8%	4%	1%
C=C(C)C1CC=C(C)/C(=N/NC(=O)COc2cccc3ccccc23)C1 (stereo not drawn)	1	-5	1	3%	-10	-1%	4%[46.1 µM]	0%	-3%	2%
CCN(CC)C(=O)c1ccc(-c2cccs2)s1	2	5	4	u	-8	13%	3%	7%	-2%	-8%
Clc1ccc(CNCc2cccs2)c(Cl)c1	-1	17	0	2%	3	0%	2%[46.1 µM]	-7%	2%	11%
Cc1ccccc1N(CC(=O)Nc1ccc(F)cc1)S(C)(=O)=O	-1	-1	0	u	-3	-3%	4%	2%	11%	2%
COC(=O)C1=C(C)N(Cc2ccccc2)C(=NCCCOC(C)C)N[C@H]1c1ccccc1	1	-10	x	u	7	x	-3%	2%	x	7%
Cc1ccccc1C(=O)NC(=S)NC1CCS(=O)(=O)C1 (stereo not drawn)	-10	33[activator]	x	-8%	-4	-6%	11%	-3%	-4%	-2%
Cc1ccc(C(c2nnnn2CC2CCCO2)N2CCN(Cc3ccccc3)CC2)cc1 (stereo not drawn)	15	-10	1	8%	7	-6%	3%	0%	1%	13%
COc1ccccc1NC(=O)CN1CCN(CC(=O)Nc2ccc(F)cc2F)CC1	-10	-4	-3	u	3	10%	0%	-9%	2%	1%
N#Cc1ccc(-c2cccnc2)nc1SCC(N)=O	1	4	4	0%	-1	-4%	1%	10%	-1%	-1%
CCOc1ccc2nc(NC(=O)NC3CCCCC3)sc2c1	-2	-6	-10	1%	-12	17%	-18%	-4%	5%	-1%
CCN(CC1CCCN(CCc2cccc(OC)c2)C1)C(=O)c1ccc(COC)o1 (stereo not drawn)	44	-17	x	3%	14	9%	-4%	0%	-7%	-17%
CCNC(=O)C1CC(=O)N(Cc2ccc3c(c2)OCO3)C(=Nc2ccc(F)cc2)S1 (stereo not drawn)	-2	4	3	1%	-4	26%	7%	-3%	-3%	-3%
Cc1nc2nc(-c3ccccc3)[nH]n2c(=O)c1C	-1	9	-7	u	-5	1%	-4%	1%	-1%	-1%
Cn1c(=O)[nH]c(=O)c2c1nc(N1CCNCC1)n2Cc1ccccc1	3	6	-1	0%	15	-2%	x	0%	0%	0%
COCCn1c(SCc2cc(C(C)=O)ccc2OC)nc2cc(Cl)ccc2c1=O	-15	12	2	-7%	-11	-5%	1%[46.1 µM]	1%	x	9%
O=C(Nc1c2c(nn1-c1ccc(F)cc1)CS(=O)(=O)C2)C12CC3CC(CC(C3)C1)C2	3	-11	-3	u	5	-16%	0%	0%	0%	-5%
CN(C)/C=C/C(=O)/C=C/c1ccc(Cl)cc1	4	24	3	0%	-8	-2%	0%	4%	5%	-1%
Fc1ccc(CNC(=S)Nc2ccc(Cl)cc2Cl)cc1	-15	-16	3	14%	6	18%	0%[46.1 µM]	-5%	-1%	8%
COCc1nnc(NC(=O)CS(=O)(=O)c2ccc(C)cc2)s1	-10	-14	1	-1%	7	0%	-24%	0%	7%	2%
Cc1ccc(-c2c3c(nc4sc(C(N)=O)c(N)c24)CCCC3)o1	-2	-4	-4	u	-3	-6%	4%[46.1 µM]	-5%	x	1%
CCCN(CCC(=O)Nc1cc(OC)cc(OC)c1)CC1CC1	1	-7	-36*	-1%	-6	12%	-6%	3%	8%	9%

Not a hit list; any-hit rate near 1.6%.
